Compound activity as filed in PubChem.
miR-122 sensor: blocks miR-122 activity in Huh7 sensor cells | 340,000 tested, 0.3% active | Huh7 miR-122 Renilla luciferase sensor, 48 h; neutral wells = 0, positive control = 100 | activation (reporter increase), % at 12.5 µM;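 active = mean replicate activation score at least 90 and every replicate individually at or above 90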;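 note: higher luciferase means less miR-122 activity so hits act as miR-122 inhibitors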
Statin myotox sup: suppression of simvastatin myotoxicity; C2C12 myotubes + simvastatin, ATP luminescence, 48 h; scaled: DMSO 0, geranylgeraniol control 100; rescue of ATP level, % at 7.49 µM; 330,000 tested, 0.78% active;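 active = mean ATP rescue above about 67%, or every replicate alone reaching that limit, limit read from the data, passing the limit was not always enough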;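 note: myotubes were challenged with 10 µM simvastatin during compound exposure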
FN deposition inh: fibronectin deposition inhibition | AH1F fibroblasts, Alexa488-fibronectin deposition fluorescence, overnight | inhibition, % at 12.6 µM | 350,000 tested, 0.086% active | AID 743247;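 active = mean inhibition across replicates of 30% or more, regardless of how many single replicates reach that level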;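 note: positive control wells lacked labelled fibronectin entirely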
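Measured by – fluorescence 485/525 nm · System – AH1F fibroblast monolayer, labelled fibronectin deposition · Amount – 10000 cells per well · Buffer or medium – serum-reduced DMEM (2% serum) · Doses – single dose, pinned · Also added – fluorescent fibronectin at 24 nM final · Schedule – 1 h cell attachment, overnight exposure to compound and label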
PglD DTNB: inhibitors of Campylobacter jejuni PglD acetyltransferase. purified PglD enzyme, DTNB colorimetric CoA detection. inhibition, % at 12.5 µM. 360,000 tested, 0.098% active; in the data active = inhibition above about 16%, passing the limit was not always enough; note: strong numbers were not always called active
PGC1a acetyl inh: PGC1a acetylation modulation, inhibitor mode. 350,000 tested, 0.17% active. U2OS PGC1a acetylation, AlphaScreen anti-acetyl-lysine; with virally co-expressed GCN5 acetyltransferase. inhibition, % at 15.6 µM. AID 651687;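 active = every replicate shows inhibition of at least 40%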;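 note: 0% = neutral control wells and 100% = positive control wells; some results beyond the cut were filed as inactive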
F508del corr: correctors of CFTR F508del function in bronchial epithelial cells; activity (quench increase), % at 7.58 µM; AID 720511; CFBE cells, YFP halide quenching; stimulated with forskolin plus potentiator P3; % fluorescence drop versus neutral controls; 350,000 tested, 0.36% active;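 active = mean added fluorescence quench of at least 8% versus neutral control, with both replicates also reaching 8%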;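 note: cells transiently co-express mutant CFTR-F508del with the halide-sensitive YFP; corrector assay measuring rescue of mutant channel to the surface after 24 h compound exposure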
Cneo AK release: causes C. neoformans cell lysis; adenylate kinase release luminescence, 4 h; normalised: neutral wells 0, clomiphene wells 100; lysis activity, % at 15 µM; 360,000 tested, 0.2% active;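 active = mean lysis activity across replicates of at least 80%, whatever share of replicates individually reach that level; inactive = mean lysis activity below 80%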
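Schedule: static 4 h at 37 °C with compound, 1 h detection; system: C. neoformans cells; benchmarks: Clomiphene as positive control; buffer or medium: fresh YPD medium; measure: luminescence rise reflecting yeast cell lysis; measured by: luminescent adenylate kinase detection reagent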
GSIS activator: primary screen for activators of insulin secretion dependent on glucose, INS-1E cells, GLuc reporter luminescence. INS-1E GLuc reporter insulin secretion, 2-3 h. activation, % at 16.6 µM. 370,000 tested, 0.61% active;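 active = lowest replicate activation of at least 40%, so every replicate reaches that level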;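 note: 0% = median of neutral control wells and 100% = median of IBMX positive control wells; some compounds called inactive have numbers as strong as hits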
* marks the source's active call; other numbers are inactive results; / = not tested or not shown; [ ] = remark or other dose.

SMILES	miR-122 sensor	Statin myotox sup	FN deposition inh	PglD DTNB	PGC1a acetyl inh	F508del corr	Cneo AK release	GSIS activator
O=C(C[C@@H]1C[C@@H]2c3cc(NC(=O)NC4CCCC4)ccc3O[C@@H]2[C@@H](CO)O1)NCCN1CCCCC1	-3.8[16.7 µM]	-16.4	-9.8	-1.9	5.2	7.9	4.5	13.1
CCOC(=O)c1cc2cc(OC)ccc2[nH]1	-1.8	-1.2	/	0.1	-6.3	/	0.7	/
CC(C)[C@H](NS(=O)(=O)c1cccc(C(F)(F)F)c1)C(=O)OCC(=O)NC(=O)NCc1ccco1	/	2.5	1.5	0.4	/	-3.5	1.0	-39.4
COc1ccc(OCC(=O)N(Cc2ccco2)C2CCS(=O)(=O)C2)cc1 (stereo unspecified)	0.9	/	-0.5	-2.7	13.2	1.8	-1.4	9.0
CCOc1ccccc1Nc1nc(N2CCCC2)nc(N2CCOCC2)n1	/	8.0	-9.5	5.1	/	0.9	2.1	47.5
CC[C@]12c3[nH]c4cc(CCC(=O)N(C)C)ccc4c3CCN1C(=O)[C@@H](CC(=O)NCCCN(C)C)C[C@@H]2C(=O)N1CCN(C(=O)c2ccco2)CC1	-6.7	14.1	6.9	5.7	10.8	2.0	0.8	25.8
O=C(CN1CCOCC1)N[C@H]1CC[C@@H](CCn2cc(C3CCCC3)nn2)O[C@H]1CO	/	/	-14.3	/	4.1	1.6	/	11.4
COc1ccc(S(=O)(=O)Nc2cccc3c2O[C@@H](CN(C)C)[C@H](C)CN([C@H](C)CO)C3=O)cc1	3.4[16.7 µM]	29.8	/	-1.0	0.1	-2.0	-1.7	-2.3
Cc1cc(C(=O)N2CCN(C(=O)C3CCCO3)CC2)no1 (stereo unspecified)	-13.0	-1.8	/	7.7	-6.7	/	-0.9	/
CCOC(=O)COc1ccc(S(=O)(=O)NCC2CCCO2)cc1 (stereo unspecified)	-2.4	18.7	/	4.0	-3.8	1.0	2.9	1.4
C[C@H](CO)N1C[C@H](C)[C@@H](CN(C)CC2CCOCC2)Oc2ncc(-c3cccc(F)c3)cc2C1=O	-2.1[16.7 µM]	11.1	/	/	6.3	2.8	/	4.6
COc1cc(Cn2c(-c3nonc3N)nc3ccccc32)ccc1C	-8.1	-68.1	-6.9	-3.1	/	/	0.8	/
O=C1NC(CCc2ccccc2)C(=O)N1Cc1ccc(Br)cc1 (stereo unspecified)	/	/	-4.7	5.5	/	0.2	-2.0	3.3
CCC(Cc1ccccc1)NC(=O)c1ccc2nc(N3CCOCC3)sc2c1 (stereo unspecified)	10.7	21.7	0.1	1.0	-7.3	2.2	0.6	7.2
CSc1nc2ccccc2cc1/C=C(\C#N)c1ccccc1	-3.4	-42.5	/	2.1	-21.8	/	-2.3	/
O=C(Nc1ccc(C(=O)O)cc1)/C(=C\c1ccc2c(c1)OCO2)NC(=O)c1ccccc1	-0.7	-0.7	18.4	-1.1	2.9	-0.6	8.2	-0.5
COc1cccc(C(=O)Nc2ccc(NC(C)=O)cc2)c1	-5.9	-0.9	-1.4	0.7	-16.2	/	-2.0	/
CC1=C(C(=O)N(C(C)C)C(C)C)CC(CC(=O)NCc2cccc3ccccc23)C(=O)N1Cc1ccccc1 (stereo unspecified)	5.5	-1.2	4.6	-2.1	-12.1	6.1	-14.5	-16.5
Cc1cc(C)cc(-n2c(N)c(C(=O)Nc3c(C)n(C)n(-c4ccccc4)c3=O)c3nc4ccccc4nc32)c1	5.4	/	/	1.9	/	/	-1.7	8.5
O=C(CCCn1cncn1)N1CCCC(N2CCN(c3ccccc3F)CC2)C1 (stereo unspecified)	-4.8	9.1	8.9	6.4	-13.2	1.1	-2.6	29.6
C=CCOc1ccc(C[C@H](N)C(=O)NC[C@H]2O[C@@H](n3cnc4c(N)ncnc43)[C@H](O)[C@@H]2O)cc1	-3.8	-19.5	/	1.7	5.6	/	-0.1	/
NC(=O)CSc1nnc(-c2cc(-c3ccc(Cl)cc3)nc3ccccc23)o1	/	/	-5.5	/	11.0	-0.4	/	16.4
COc1ccccc1-c1cnc2c(c1)C(=O)N([C@H](C)CO)C[C@H](C)[C@H](CN(C)C(=O)CC1CC1)O2	30.3[16.7 µM]	-4.8	3.9	3.1	-0.1	-2.7	1.6	2.2
C/C=C/c1ccc(OC(C)=O)c(OC)c1	-6.6	0.8	-3.7	1.6	/	-2.2	1.5	2.5
CC(=O)Nc1cc(-c2ccc(N(C)C)cc2)cn2c(-c3ccc(F)cc3)cnc12	-4.6	0.4	1.9	1.0	4.7	-1.5	-1.0	-2.5

Compound profiles, from the list above. Order of screens: miR-122 sensor, Statin myotox sup, FN deposition inh, PglD DTNB, PGC1a acetyl inh, F508del corr, Cneo AK release, GSIS activator
O=C(CN1CCOCC1)N[C@H]1CC[C@@H](CCn2cc(C3CCCC3)nn2)O[C@H]1CO as listed: /, /, -14.3, /, 4.1, 1.6, /, 11.4
C=CCOc1ccc(C[C@H](N)C(=O)NC[C@H]2O[C@@H](n3cnc4c(N)ncnc43)[C@H](O)[C@@H]2O)cc1 as listed: -3.8, -19.5, /, 1.7, 5.6, /, -0.1, /
COc1ccc(S(=O)(=O)Nc2cccc3c2O[C@@H](CN(C)C)[C@H](C)CN([C@H](C)CO)C3=O)cc1 as listed: 3.4[16.7 µM], 29.8, /, -1.0, 0.1, -2.0, -1.7, -2.3
C/C=C/c1ccc(OC(C)=O)c(OC)c1 as listed: -6.6, 0.8, -3.7, 1.6, /, -2.2, 1.5, 2.5
O=C1NC(CCc2ccccc2)C(=O)N1Cc1ccc(Br)cc1 (stereo unspecified) as listed: /, /, -4.7, 5.5, /, 0.2, -2.0, 3.3

Among those listed so far, 2 contain an aryl thioether with sulfur outside any ring:
SMILES	miR-122 sensor	Statin myotox sup	FN deposition inh	PglD DTNB	PGC1a acetyl inh	F508del corr	Cneo AK release	GSIS activator
CSc1nc2ccccc2cc1/C=C(\C#N)c1ccccc1	-3.4	-42.5	/	2.1	-21.8	/	-2.3	/
NC(=O)CSc1nnc(-c2cc(-c3ccc(Cl)cc3)nc3ccccc23)o1	/	/	-5.5	/	11.0	-0.4	/	16.4

Next part:
SMILES	miR-122 sensor	Statin myotox sup	FN deposition inh	PglD DTNB	PGC1a acetyl inh	F508del corr	Cneo AK release	GSIS activator
Cc1ccc(C(=O)N(Cc2ccc3c(c2)OCO3)Cc2nc3ccccc3c(=O)[nH]2)cc1	8.9	6.8	/	1.1	-16.4	2.1	-2.2	-6.7
COc1cc2ncnc(NCc3cccc(F)c3F)c2cc1OC	/	-30.1	5.3	4.6	/	0.4	-0.6	11.1
O=C(OCC(=O)N1CCc2ccccc21)c1ccccc1[N+](=O)[O-]	1.3	6.4	0.1	1.4	4.6	-1.5	-3.8	13.9
O=C(Nc1ccccc1)N1CCCCN2[C@@H](CO)[C@H](c3ccc(C4=CCCCC4)cc3)[C@@H]2C1	-30.2[16.7 µM]	-18.4	/	5.9	-13.4	4.1	51.7	-21.2
CCCn1nnnc1SCC(=O)Nc1ccc(F)cc1	-3.5	/	/	-0.7	2.1	/	-0.1	-1.7
CCC(=O)N(C)C[C@H]1Oc2cc(C#CC3CCCC3)ccc2S(=O)(=O)N([C@H](C)CO)C[C@@H]1C	14.7[16.7 µM]	-19.0	-0.4	-0.1	17.8	-5.2	-5.8	-15.9
COc1ccccc1CNc1ncnc2sccc12	-12.2	-24.4	-1.2	3.4	/	-2.2	-1.6	-34.1
COc1ccc(/C=c2\s/c(=C/C(=O)c3ccc(C)cc3)[nH]c2=O)c(OC)c1	-2.5	2.1	-3.2	-2.8	12.4	/	5.4	16.7
Cc1cc(CSc2ccccc2)ccc1NC(=O)COc1ccccc1C	-0.1	/	9.7	/	-5.1	1.7	-0.5	-6.3
CC1CCN(CCCNC(=O)c2ccc(N3CCCC3=O)cc2)CC1	-3.5	3.2	-6.9	-0.8	-4.3	0.6	-1.1	-7.7
COC(=O)C1=CN(c2ccc(F)cc2)C=C(C(=O)OC)C1c1ccc(O)cc1	8.4	3.2	-1.0	-3.7	-0.1	0.6	0.6	23.2
COc1ccc(CNC(=O)Cn2nnc3ccccc3c2=O)cc1	-0.6	8.8	0.2	3.2	3.1	-1.4	0.3	-4.6
N#CC1=C(S)N(c2ccc(F)cc2)C(c2cccs2)NC1=O (stereo unspecified)	5.7	6.3	3.4	-3.8	15.5	/	11.3	/
Cc1ccc(C)c(-n2nnnc2SCC(=O)NNC(=O)c2ccco2)c1	/	/	-15.9	/	-3.6	-0.9	/	2.7
COC(=O)[C@@H]1C[C@@]2(O)[C@@H](O)[C@@H](O)[C@@H](O)C[C@H]2N1Cc1ccc(-c2ccccc2)cc1	-1.2	-0.5	-0.2	0.8	0.1	0.8	-1.0	6.9
Cc1ccccc1Oc1ccc2c(c1)[C@@H]1C[C@H](N(C)C(=S)Nc3ccc(F)cc3)[C@H]([C@H](C)O)C(=O)N1CC2	10.0	-3.3	4.9	/	-12.4	1.0	/	/
Cc1ccc(S(=O)(=O)Nc2cccc3c2O[C@@H](CN(C)CC2CCCCC2)[C@@H](C)CN([C@H](C)CO)C3=O)cc1	37.5[16.7 µM]	-30.4	/	1.6	-7.1	0.1	42.8	-11.7
COc1ccccc1[C@H]1C(c2ccccc2)=NN(c2ccccc2)[C@@H]1CO	0.2	5.2	/	-5.6	-5.2	/	1.4	/
CCOC(=O)CNC(=O)c1ccc(OCC(F)(F)F)cc1	-3.5	2.4	-8.4	-34.5	0.8	0.3	-6.6	6.4
CCc1ccc(-c2cc(C(=O)Nc3c(C)n(C)n(-c4ccccc4)c3=O)c3ccccc3n2)s1	1.1	/	/	/	-17.4	-2.0	/	-4.7
C[C@@H]1CN([C@H](C)CO)C(=O)c2cc(NC(=O)Nc3cccc4ccccc34)ccc2O[C@@H](C)CCCCO[C@H]1CN(C)S(=O)(=O)c1ccccc1	11.0[16.7 µM]	/	8.6	6.0	-28.4	0.1	-3.9	22.2
Cc1noc(C)c1NC(=O)N(C)C[C@H]1Oc2ccc(NC(=O)CCCCCC(=O)Nc3ccccc3N)cc2CC(=O)N([C@@H](C)CO)C[C@@H]1C	9.1[16.7 µM]	-2.0	-4.5	0.9	8.3	0.6	-2.2	-1.3
CCCn1c(N)c(C(=O)CSc2nc(N)cc(=O)[nH]2)c(=O)n(C)c1=O	-7.3	-1.9	-7.2	2.7	0.6	-1.9	0.1	13.6
CCOc1ccccc1-n1nnnc1SCC(=O)Nc1cc(C)on1	-8.3	4.9	4.5	-3.0	0.8	/	-2.3	10.9
CCc1nc2ccc(C(=O)Nc3cccc(OC)c3)cn2c1N(C)Cc1ccc(OC)cc1	-7.4	-2.1	/	-1.8	/	0.1	0.4	/
COc1cc(NC(=S)NCc2ccc(S(N)(=O)=O)cc2)cc(OC)c1	/	/	-4.9	/	7.3	4.8	/	-3.2
Cc1ccc(C(=O)N(CC(=O)NC2CCCC2)c2cccc(F)c2)s1	/	8.2	-6.3	3.5	/	1.0	-4.1	-4.3
C[C@@H]1CN([C@@H](C)CO)C(=O)c2cccc(NC(=O)Nc3ccccc3)c2O[C@@H]1CN(C)C(=O)Nc1ccccc1	1.6[16.7 µM]	22.9	/	0.1	6.1	2.1	-4.0	-16.8
Cc1ccc(NC(=O)CN2CCc3ccccc3C2)cc1S(=O)(=O)N1CCOCC1	1.5	/	1.3	4.5	-1.0	/	-11.7	-9.1
